SKN-1 block: suppressors of acrylamide-induced Pgst-4::GFP reporter in worms, primary screen, SKN-1 inhibitor project, whole organism, uHTS, GFP/RFP fluorescence ratio, strain VP596; inhibition, % at 21.8 µM; AID 624304, 2012; C. elegans VP596 Pgst-4::GFP/RFP ratio, 24 h; actives 0.49% (n = 360,000);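 active means interference check ratio from 0.5 to 1.5 plus GFP to RFP signal ratio inhibition reaching or exceeding a fixed threshold, cut at about 30% in these data, passing the limit was not always enough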; further: some compounds called inactive have numbers as strong as hits
CendR NRP1 mod: modulators of CendR peptide binding to NRP-1, primary screen, biochemical, fluorescence polarization, uHTS; Neuropilin-1 (Homo sapiens), O14786; FAM-RPARPAR peptide binding to NRP-1; inhibition, % at 25 µM; actives 0.85% (n = 360,000);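 active means inhibition or corrected inhibition above about 18%, plus a signal ratio from 0.5 to 1.5, limit read from the data, passing the limit was not always enough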; further: strong numbers were not always called active
Neddyl block: inhibitors of cullin neddylation, primary screen, biochemical, TR-FRET, uHTS, NAE and Ubc12; actives 0.58% (n = 360,000); AID 651699, 2012; calls only at 25 µM; NEDD8-conjugating enzyme Ubc12 (Homo sapiens) + NEDD8-activating enzyme E1 regulatory …; in the data active means inhibition above about 36%
FAS TE block: FAS thioesterase domain inhibitors, primary screen, biochemical, fluorescence intensity, uHTS; Fatty acid synthase (Homo sapiens), P49327; recombinant FAS-TE, OMFH fluorogenic substrate, fluorescence endpoint; inhibition, % at 15 µM; actives 0.67% (n = 360,000); AID 602261, 2012;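 active means compounds whose normalised, plate-corrected inhibition of enzyme fluorescence in the single-dose primary screen is 50% or more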;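 further: 0% = DMSO with enzyme and 100% = substrate without enzyme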
E coli Lon inh: inhibitors of E. coli Lon protease, primary screen, biochemical, fluorescence polarization; purified E. coli Lon protease; AID 602123, 2011; P0A9M0; inhibition, % at 7.94 µM; actives 0.42% (n = 360,000); in the data active means inhibition above about 13%, passing the limit was not always enough;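 further: 0% = enzyme with probe and DMSO and 100% = no enzyme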
MsrA act: bovine MsrA enzyme activators, primary screen, biochemical, absorbance, HTS. activation, % at 10.6 µM. purified bovine MsrA, absorbance read-out. Methionine sulfoxide reductase A (Bos taurus). actives 0.3% (n = 360,000); in the data active means activation above about 7.5%;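 further: 0% = vehicle and 100% = reference activator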
MLLE-PAM2 inh: inhibitors of PABP1 MLLE–PAM2 peptide binding, primary screen, biochemical, fluorescence polarization, FITC-PAM2, GST-MLLE; Polyadenylate-binding protein 1 (Homo sapiens), P11940; inhibition, % at 20 µM; actives 0.36% (n = 360,000); in the data active means inhibition above about 35%, passing the limit was not always enough;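 further: plate controls were DMSO wells with GST-MLLE for no effect and wells lacking GST-MLLE protein for full effect; some results filed as inactive read as strong as hits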
Rin1 Abl inh: inhibitors of Rin1-Abl protein binding, primary screen, biochemical, TR-FRET. Tyrosine-protein kinase ABL1 (Homo sapiens) + Ras and Rab interactor 1 (Homo sapiens), …. inhibition, % at 7.35 µM. actives 0.4% (n = 360,000). AID 588664, 2011; in the data active means inhibition above about 5%, passing the limit was not always enough
MT1-MMP act inh: blockers of MT1-MMP proenzyme processing, primary screen, HT1080 RFP-PRO-GFP cells, GFP/RFP fluorescence; actives 0.061% (n = 360,000); GFP/RFP ratio fluorescence, overnight; percent of plate control window, DMSO zero; AID 651647, 2012; GFP/RFP ratio change, % at 20 µM; Matrix metalloproteinase-14 (Homo sapiens), P50281;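 active means GFP/RFP ratio change of at least 30% with cell ATP level not reduced by more than half and red fluorescence within 50% of control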; further: strong numbers were not always called active
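Test system: HT1080 cells expressing an RFP-PRO-GFP fluorescent reporter construct / Compound dosing: single-point 20 µM compound, 1% DMSO / Schedule: cells overnight before dosing, compound overnight, 37 °C, 5% CO2 / Evaluation: GFP/RFP fluorescence ratio / Control set: DMSO and RFP-L50D-GFP cell wells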
Active calls of the source: *; i = inactive; x = no result given; + = active, no number.

SMILES | SKN-1 block | CendR NRP1 mod | Neddyl block | FAS TE block | E coli Lon inh | MsrA act | MLLE-PAM2 inh | Rin1 Abl inh | MT1-MMP act inh
CCC(=O)Nc1ccc(C(=O)CSc2nnc(-c3ccc(NS(=O)(=O)CC)cc3)o2)cc1OC | 7 | -3 | + | -7 | -7 | -6 | -20 | -1 | 3
Cc1ccc(CNC(=O)c2ccc(N3CCC4(CC3)CC(c3cccc(Br)c3)=NO4)c(NC(=O)c3c(Cl)cccc3Cl)c2)cc1 | 5 | -1 | i | 11 | -9 | -3 | -12 | 1 | 0
Cn1c(=O)c2cc(S(=O)(=O)NC(Cc3ccccc3)C(=O)NCc3ccco3)ccc2n(C)c1=O (configuration not stated) | 5 | 3 | i | 0 | 1 | 0 | -2 | -3 | 16
CC(=O)NC(Cc1cccc(F)c1)C(=O)NC1CCN(C(=O)Nc2ccc(C)cc2)CC1 (configuration not stated) | 3 | -7 | i | -6 | 6 | -4 | 0 | 1 | 2
Cc1ccc(S(=O)(=O)N2CCCCC2C)cc1[N+](=O)[O-] (configuration not stated) | -11 | -8 | i | 2 | -5 | -1 | -6 | 0 | 2
Cc1ccc(/C=N/NC(=O)c2ccco2)s1 | 16 | -13 | i | -10 | 2 | -6 | 5 | -2 | 2
COc1cccc(C2CC(c3ccccc3Cl)n3nnnc3N2)c1 (configuration not stated) | 1 | 1 | i | -6 | 2 | -6 | -10 | -2 | 6
CCN(CC)C(=S)SCC(=O)Nc1nc(-c2ccccc2)c(-c2ccccc2)o1 | -13 | -13 | i | 38 | 3 | -13 | -10 | 0 | -4
CC(=O)Oc1ccc(C(C)=O)c2c1OCCO2 | 1 | 5 | i | -7 | -9 | -4 | -5 | 1 | 1
Cc1ccc2c(c1)C(=C(C#N)C#N)C(=O)N2CCN1CCCCC1 | -5 | -7 | i | 3 | -2 | -3 | -8 | 0 | 1
O=C(c1cccnc1)N1C2C=CC(C2)C1(C(F)(F)F)C(F)(F)F (configuration not stated) | 28 | 1 | i | -4 | 8 | -2 | -5 | -5 | -3
Cc1ccc(C(=O)Nc2nnc(COc3ccccc3)s2)cc1 | 11 | 1 | i | 1 | 7 | -3 | 0 | 1 | 0
COC(=O)C(C)Oc1ccc(=O)[nH]n1 (configuration not stated) | -27 | 21 | i | -6 | -3 | -11 | 22 | 2 | 1
Cc1ccc(OCCC(=O)NCCc2ccc(S(N)(=O)=O)cc2)cc1 | -4 | 4 | i | -14 | -6 | -2 | -5 | -4 | 5
O=C(Nc1cc2c3c(c1)CC(=O)N3CCC2)c1cccc(F)c1 | 14 | 6 | i | -5 | -8 | -4 | 10 | 6 | -2
CC(C)(C)NC(=O)COC(=O)c1ccc(Cl)nc1 | 1 | -2 | i | -3 | -7 | -2 | -7 | 1 | -4
CCOC(=O)C1=C(C)N(c2ccc(C)cc2)C(=O)/C1=C\c1ccc(O)c(OC)c1 | 3 | -21 | i | -2 | -3 | -5 | 17 | 1 | -6
CCOC(=O)CNC(=S)SC | -5 | 9 | i | -5 | 2 | -3 | 1 | 0 | 5
Cc1cc(C)cc(N2CC34C=CC(O3)C(C(=O)OCC(=O)NCc3ccco3)C4C2=O)c1 (configuration not stated) | -10 | -4 | i | -6 | -8 | 0 | 3 | 0 | 1
Cc1c(=O)n(OCc2ccc(Cl)cc2)c2ccccc2[n+]1[O-] | 12 | 6 | i | -2 | -9 | -5 | 2 | -2 | -17
COc1ccccc1N1CCN(C(CNC(=O)C2CCCCC2)c2cccnc2)CC1 (configuration not stated) | -5 | -9 | i | -2 | -5 | -1 | 9 | 0 | 0
Cc1ccc(NC(=O)C2CC(=O)NC(Nc3cccc(C)c3)=N2)cc1 (configuration not stated) | 3 | 17 | i | 5 | 2 | -1 | 11 | -2 | 3
Cc1ccc(-c2cc(C#N)c(=O)n(Cc3c(Cl)cccc3Cl)c2)cc1 | -7 | -55 | i | 17 | -2 | -11 | -11 | -1 | 3
COC(=O)c1ccccc1NC(=O)COC(=O)CSCC(=O)N1CCOCC1 | -20 | 4 | i | -8 | -12 | -4 | 16 | -2 | 0
NC(=O)c1ccc(N2CCOCC2)nc1 | 12 | 0 | i | -4 | -5 | -5 | 16 | -2 | -3

Overlap with the part before: 6 compounds; new compounds follow.
SMILES | SKN-1 block | CendR NRP1 mod | Neddyl block | FAS TE block | E coli Lon inh | MsrA act | MLLE-PAM2 inh | Rin1 Abl inh | MT1-MMP act inh
Cc1c(=O)n(OCc2ccc(Cl)cc2)c2ccccc2[n+]1[O-] | 12 | 6 | i | -2 | -9 | -5 | 2 | -2 | -17
COc1ccccc1N1CCN(C(CNC(=O)C2CCCCC2)c2cccnc2)CC1 (configuration not stated) | -5 | -9 | i | -2 | -5 | -1 | 9 | 0 | 0
Cc1ccc(NC(=O)C2CC(=O)NC(Nc3cccc(C)c3)=N2)cc1 (configuration not stated) | 3 | 17 | i | 5 | 2 | -1 | 11 | -2 | 3
Cc1ccc(-c2cc(C#N)c(=O)n(Cc3c(Cl)cccc3Cl)c2)cc1 | -7 | -55 | i | 17 | -2 | -11 | -11 | -1 | 3
COC(=O)c1ccccc1NC(=O)COC(=O)CSCC(=O)N1CCOCC1 | -20 | 4 | i | -8 | -12 | -4 | 16 | -2 | 0
NC(=O)c1ccc(N2CCOCC2)nc1 | 12 | 0 | i | -4 | -5 | -5 | 16 | -2 | -3
Cc1ccc(NC(=O)CC(O)(C(F)(F)F)C(F)(F)F)cc1 | -15 | 4 | i | -3 | 1 | -3 | 16 | -1 | -1
Cc1cc(=O)n2nc(N3CCC(C(=O)NCCc4ccc(Cl)cc4)CC3)sc2n1 | 26 | 12 | i | -6 | 0 | 2 | -7 | 1 | 6
CCC(=O)Nc1sc2c(c1C#N)CC(C)(C)NC2(C)C | 15 | -2 | i | -9 | -9 | -2 | -5 | -1 | 1
COc1cc(NC(=O)COc2ccccc2[N+](=O)[O-])ccc1NC(=O)c1ccco1 | 13 | -12 | i | 4 | 4 | -3 | -4 | 2 | 3
CC(C)N1C(=O)/C(=C\c2nc3ccccc3c(=O)n2-c2ccccc2)c2ccccc21 | 2 | -6 | i | 3 | -10 | 1 | 0 | -4 | -2
Cc1ccccc1CC1SC(N)=NC1=O (configuration not stated) | -10 | 14 | i | -6 | -9 | -2 | -8 | 1 | -6
S=C(NCCc1ccccn1)NC1CCCCC1 | 4 | -1 | i | -15 | -7 | -3 | -56 | -1 | 2
COC(=O)c1sccc1S(=O)(=O)NC(C)c1cnn(-c2ccc(OC)cc2)c1C (configuration not stated) | -18 | -6 | i | 0 | 10 | -6 | 16 | -3 | 2
O=C(O)c1cccc(Nc2nc3ccccc3nc2NS(=O)(=O)c2cccs2)c1 | 16 | -35 | i | -5 | 8 | -2 | -9 | -6 | x
O=Cc1c[nH]c2ncccc12 | -2 | 4 | i | -5 | -3 | -3 | 26 | 1 | 1
Cc1ccc(S(=O)(=O)N2CCCCC2)cc1NC(=O)Cn1ncc(Cl)c(Cl)c1=O | 1 | -8 | i | 10 | -19 | 0 | -33 | -3 | 4
COc1ccccc1NS(=O)(=O)c1cccc(C(=O)N2CCN(Cc3ccc4c(c3)OCO4)CC2)c1 | 4 | 4 | i | -5 | 17 | -2 | 3 | 0 | -3
CN(c1ccc(OCC(=O)O)cc1)S(=O)(=O)c1ccc2ccccc2c1 | 15 | 13 | i | -4 | 1 | -3 | 9 | 1 | -3
COc1ccc(NC(=O)c2cc(C3CCCCN3S(=O)(=O)c3c(C)noc3C)on2)c(C)c1 (configuration not stated) | 14 | 6 | i | 12 | -3 | -3 | 2 | 2 | -1
C=CC[C@@H](CC(=O)N(CCO)Cc1ccccc1)C(=O)N[C@H](C)COC(=O)[C@@H](CC=C)Cc1ccc(F)cc1 | 11 | 4 | i | 11 | -8 | 1 | 1 | 6 | 1
Cc1ccccc1OCc1nnc(SCc2cc(=O)[nH]c3ccccc23)o1 | 0 | 8 | i | 2 | 3 | -8 | 22 | 2 | -4
S=C(NCCc1ccccc1)NCc1ccccc1Cl | 3 | -9 | i | 8 | -14 | -5 | -55 | -1 | 1
CCc1ccc(OCC(=O)Nc2ccc(-c3nc4ccccc4o3)c(O)c2)cc1 | -32 | 4 | i | 2 | -2 | -4 | -17 | 0 | 6
O=c1[nH]c(=S)[nH]cc1Oc1ccc(Cl)cc1 | 12 | 3 | i | -6 | -6 | 9.0* | 35 | 2 | -1
Cc1cccc(N(CC(=O)Nc2ccc(-c3nc4ccc(C)cc4s3)cc2)S(C)(=O)=O)c1 | 16 | -10 | i | 18 | 5 | 1 | 2 | 6 | 1
Cc1ccc(C(C(=O)NCC2CCCO2)N(C(=O)c2snc(C(N)=O)c2N)c2ccccc2F)o1 (configuration not stated) | -1 | 0 | x | 1 | -6 | -5 | -7 | 0 | 1
Cc1ccc(C(NC(N)=O)c2ccccc2)cc1 (configuration not stated) | 1 | 13 | i | -8 | 3 | -12 | -9 | 0 | 2
CSc1ccccc1NC(=O)CN1CCCCC1 | -1 | 15 | i | -3 | -3 | -7 | 9 | 3 | -3
Cc1cc2nc3c(nc2cc1C)CCCC3 | 14 | 7 | i | -2 | 3 | 0 | -15 | 0 | 0
O=C(CCCc1c[nH]c2ccccc12)N1CCCCCC1 | 0 | 3 | i | -2 | 0 | -3 | -2 | -5 | -4

Only Rin1 Abl inh and CendR NRP1 mod (2 entries from above):
molecule | Rin1 Abl inh | CendR NRP1 mod
Cc1cc(C)cc(N2CC34C=CC(O3)C(C(=O)OCC(=O)NCc3ccco3)C4C2=O)c1 (configuration not stated) | 0 | -4
Cc1c(=O)n(OCc2ccc(Cl)cc2)c2ccccc2[n+]1[O-] | -2 | 6

Further structures follow.
SMILES | SKN-1 block | CendR NRP1 mod | Neddyl block | FAS TE block | E coli Lon inh | MsrA act | MLLE-PAM2 inh | Rin1 Abl inh | MT1-MMP act inh
CCCC1OC23CCCCC2C(C#N)(C#N)C1(C#N)C(=N)O3 (configuration not stated) | 39* | 9 | x | -12 | 19 | 0 | 20 | -2 | -1
COc1ccc(CN2CN(c3ccc(Cl)cc3)C(=O)N(n3cnnc3)C2)cc1 | 20 | -8 | i | -2 | -3 | -3 | -2 | -1 | 2
CN1CCc2cc3c(c4c2C1CC41CCC(=NO)CC1)OCO3 (configuration not stated) | -8 | -2 | x | -7 | 0 | -3 | 5 | 2 | -4
Cn1c(SCC(=O)Nc2ccc(N3CCOCC3)cc2)nnc1C(F)(F)F | 17 | 3 | i | -7 | -2 | 0 | 4 | 0 | -1
COc1ccccc1OCCNC(=O)CNC(=O)c1ccc(C(C)(C)C)cc1 | -2 | -5 | i | -9 | 8 | -7 | -5 | 1 | 8
CSC[C@H]1CN(c2ccc(Br)cc2)C(=O)[C@@H]1CC(=O)Nc1ccc(Br)cc1 | -6 | -5 | i | 8 | -1 | -3 | 1 | -2 | 6
O=[N+]([O-])c1ccccc1-c1ccc(C(=S)N2CCCCC2)o1 | 10 | 8 | i | 12 | -1 | 3 | 27 | 2 | -15
Cc1ccccc1C(=O)NCCCCc1ccccc1 | -7 | 9 | i | -4 | 0 | 8.7* | 10 | -4 | -1

Compound activity as filed in PubChem BioAssay.

This is a random part of the collection; any-hit rate near 4%.
